High-throughput results as filed in PubChem BioAssay.
STEP block – inhibitors of human striatal-enriched phosphatase STEP; 360,000 compounds, 0.25% hits; recombinant STEP, OMFP fluorogenic substrate, fluorescence; P54829; AID 588621; inhibition, % at 20 µM;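 active means inhibition at 20 µM, scaled per plate between control wells, above about 37%, limit read from the data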;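 further: 0% = DMSO with enzyme and substrate and 100% = substrate only without enzyme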
Target sequence (P54829 whole entry, looked up): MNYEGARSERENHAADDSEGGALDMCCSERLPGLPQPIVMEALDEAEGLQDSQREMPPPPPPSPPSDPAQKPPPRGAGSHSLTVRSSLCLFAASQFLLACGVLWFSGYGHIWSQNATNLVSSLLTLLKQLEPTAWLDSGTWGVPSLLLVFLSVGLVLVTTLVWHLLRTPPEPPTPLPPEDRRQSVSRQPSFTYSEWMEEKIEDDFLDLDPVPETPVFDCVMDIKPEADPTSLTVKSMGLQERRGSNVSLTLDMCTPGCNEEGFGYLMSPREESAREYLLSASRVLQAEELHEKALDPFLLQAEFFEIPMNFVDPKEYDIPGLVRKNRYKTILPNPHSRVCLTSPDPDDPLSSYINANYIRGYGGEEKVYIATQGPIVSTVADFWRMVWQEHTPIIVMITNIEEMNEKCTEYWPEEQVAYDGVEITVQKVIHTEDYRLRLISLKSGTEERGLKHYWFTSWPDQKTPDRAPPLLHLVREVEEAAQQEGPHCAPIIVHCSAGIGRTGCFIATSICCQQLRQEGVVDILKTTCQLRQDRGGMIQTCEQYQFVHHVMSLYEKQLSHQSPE
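Measure: Control-normalized % inhibition with plate pattern correction | Test system: STEP phosphatase, cell-free reaction | Medium: pH 6.0 Bis-Tris with DTT and Tween 20 | Technique: Fluorescence, 480/540 nm | Times: Reaction 20 min, ambient temperature | Doses: Single compound dose of 20 µM, 1% DMSO final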
TbMetRS inhib – Trypanosoma brucei MetRS inhibition | 360,000 compounds, 0.4% hits | inhibition, % at 11.9 µM | purified T. brucei MetRS, ATP depletion, Kinase-Glo luminescence | AID 624268;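 active means inhibition above a per-plate cutoff of the control wells' mean inhibition plus 3 SD, cut at about 5.5% in these data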;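 further: 0% = DMSO wells median and 100% = median of wells with control inhibitor compound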
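Material – parasite MetRS enzyme · Medium – HEPES-MgCl2-KCl buffer plus DTT, spermine, BSA, pyrophosphatase · Reagent – ATP, methionine and E. coli bulk tRNA substrates · Times – 15 min enzyme-compound preincubation, 2 h reaction, 10 min detection, 25 °C · Measured by – luminescence of leftover ATP · Evaluation – percent inhibition relative to median high and low control wells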
Rpn11 inh – blocks the human proteasome subunit Rpn11 | human 26S proteasome, Ub4-pepOG fluorescence polarization; 20S core pre-blocked with epoxomicin | 360,000 compounds, 0.59% hits | calls only at 20 µM;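 active means inhibition at 20 µM, scaled to each plate's controls, above about 33%, limit read from the data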
DNMT1 inh – blocks human DNA methyltransferase DNMT1 | P26358 | DNMT1 molecular beacon, Hinp1I cleavage, fluorescence | inhibition (reported as % activation of signal), % at 10 µM | 360,000 compounds, 0.83% hits | AID 588458; in the data active means inhibition above about 50%
Scp1 inh – blocks human Scp-1 phosphatase activity | inhibition, % at 20 µM | Q9GZU7 | Recombinant Scp1, phosphopeptide, malachite green phosphate absorbance | 340,000 compounds, 0.88% hits;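 active means inhibition above about 50% at 20 µM, limit read from the data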;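 further: plate controls were DMSO wells with enzyme for no effect and wells lacking enzyme for full effect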
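Material – SCP-1 phosphatase catalytic domain, residues 76-261 · Buffer or medium – Acidic Tris acetate buffer with magnesium and detergent · Also added – Phospho 17-mer peptide substrate · Compound – single 20 µM dose, 1% DMSO · Times – 45 min room-temperature reaction, 5 min colour, 30 min stabiliser · Technique – Phosphate-binding colour reagent, absorbance read at 630 nm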
MLLE-PAM2 inh – blocks PAM2 peptide binding to the PABP1 MLLE domain; GST-MLLE / FITC-PAM2 fluorescence polarization; inhibition, % at 20 µM; 360,000 compounds, 0.36% hits; in the data active means inhibition above about 35%, passing the limit was not always enough;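 further: plate controls were DMSO wells with GST-MLLE for no effect and wells lacking GST-MLLE protein for full effect; some results filed as inactive read as strong as hits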
LMPTP block – LMPTP (human) inhibition. recombinant LMPTP-A, OMFP fluorogenic substrate, fluorescence intensity. AID 651560. 360,000 compounds, 0.22% hits. inhibition, % at 20 µM;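 active means compounds that cut the enzyme signal by at least half of the control window in the single-dose screen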;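 further: plate controls were DMSO wells with enzyme plus substrate for no effect and substrate without enzyme for full effect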
Target sequence (P24666 whole entry, looked up): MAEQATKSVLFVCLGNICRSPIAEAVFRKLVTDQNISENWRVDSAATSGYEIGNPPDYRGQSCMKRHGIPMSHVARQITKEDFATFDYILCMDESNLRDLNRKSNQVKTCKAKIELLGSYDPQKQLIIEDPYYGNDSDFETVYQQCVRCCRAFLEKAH
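Test system: LMPTP-A, protein tyrosine phosphatase of low molecular weight; Input: 0.625 nM enzyme; Incubation: 50 min dark incubation at room temperature; Signal: endpoint fluorescence intensity from OMFP dephosphorylation; Read-out basis: % inhibition versus control wells.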
CSN inh – inhibitors of human CSN-mediated cullin deneddylation; Purified CSN, SCF-Nedd8-OG deneddylation, fluorescence polarization; inhibition, % at 12.5 µM; 360,000 compounds, 0.38% hits; AID 651999;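 active means pattern-corrected inhibition above about 35%, with an unprinted fluorescence ratio check between 0.5 and 1.5, limit read from the data, passing the limit was not always enough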;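 further: 0% = enzyme with substrate and 100% = substrate without enzyme; some results filed as inactive read as strong as hits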
Target sequence (Q92905 whole entry, looked up, one chain of several): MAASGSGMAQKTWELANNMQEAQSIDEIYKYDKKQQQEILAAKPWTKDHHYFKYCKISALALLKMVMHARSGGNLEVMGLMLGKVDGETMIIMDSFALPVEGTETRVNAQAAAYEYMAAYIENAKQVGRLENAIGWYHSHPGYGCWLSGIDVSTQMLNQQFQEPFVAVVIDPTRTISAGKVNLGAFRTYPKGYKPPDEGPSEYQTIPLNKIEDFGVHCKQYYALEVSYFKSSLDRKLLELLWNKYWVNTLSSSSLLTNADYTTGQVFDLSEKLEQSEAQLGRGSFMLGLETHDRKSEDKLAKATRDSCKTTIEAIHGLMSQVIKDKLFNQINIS
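Assay system: Purified human Csn5 enzyme expressed in HEK293T cells | Amount: Enzyme 0.24 nM | Measured by: Fluorescence polarization readout | Medium: Tris/NaCl/DTT buffer, pH 7.5 | Compound dosing: One concentration, 12.5 µM, 0.25% DMSO | Times: 90 min incubation of compound, enzyme and substrate at room temperature | Control set: no-enzyme wells high, enzyme-with-substrate wells low | Read-out: % inhibition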
NadD inh – NadD (S. aureus) enzyme inhibition; purified NadD enzyme, colorimetric absorbance read-out; inhibition, % at 20 µM; 360,000 compounds, 0.78% hits; AID 602399; in the data active means inhibition above about 26%; further: some compounds past the cut are filed as inactive
SUMO1-SIM PPI – SUMO1-SIM interaction modulation. P63165. SUMO1 binding to a labelled peptide, TR-FRET, 1 h. inhibition, % at 20 µM. 360,000 compounds, 0.33% hits; in the data active means inhibition above about 37%
The depositor's hits bear a star; i = inactive; x = no result given. Compounds were not picked by outcome; 3.6% or so of the library scored in one or more.

SMILES	STEP block	TbMetRS inhib	Rpn11 inh	DNMT1 inh	Scp1 inh	MLLE-PAM2 inh	LMPTP block	CSN inh	NadD inh	SUMO1-SIM PPI
CC(C)(Cc1ccc(O)cc1)NC(=O)CC(=O)N/N=C/c1ccc(Cl)cc1	-1	0.1	i	2	11	-6	0.2	1	0	-3
CC(=O)c1cccc(NC(=O)COC(=O)COc2ccccc2C)c1	-2	0.0	i	1	-5	1	-1.5	1	8	4
Cc1cc(C(=O)CS(=O)(=O)c2ccccc2)cc(C)c1O	0	-0.9	i	-1	0	5	-2.6	4	-3	-4
COc1ccc(CCNC(=O)COc2ccc(S(=O)(=O)N3CCOCC3)cc2C)cc1	-1	0.7	i	1	-2	-5	-1.3	3	-11	9
Nc1nnc(-c2cn(-c3ccccc3)nc2-c2ccccc2)o1	-1	0.0	i	-1	3	-11	1.0	-1	1	-6
Cn1c(N2CCCCC2)cc(=O)n(C)c1=O	-1	-0.2	i	0	-7	-11	-1.0	1	2	0
CSc1nc(NC(C)(C)C)nc(N2CCOCC2)n1	-2	-0.7	i	1	-6	-22	1.2	1	0	-2
Oc1ccc2ccccc2c1C1Nc2cccc3cccc(c23)N1	-4	0.0	i	-30	42	-10	14	3	25	-6
COCCCNc1ccn2nc(-c3cccc(Cl)c3)cc2n1	-3	0.1	i	-5	x	4	1.2	5	-3	4
COc1ccc(-c2[nH]nc3c2C(c2ccncc2)C(C#N)=C(N)O3)cc1 (stereo not drawn)	-2	0.9	i	-8	2	3	-2.0	-1	1	-12
CC1=C(C(=O)OCC2CCCO2)C(c2ccc(C)o2)C2=C(CC(c3ccc(F)cc3)CC2=O)N1 (stereo not drawn)	4	-2.3	i	-3	6	-10	-0.3	1	-7	-4
Cc1nccn1S(=O)(=O)c1ccc(Br)cc1Br	3	0.3	i	7	-15	-3	-2.0	4	7	2
CCN(CC)c1ccc(-c2sc(Nc3ccccc3)n[n+]2-c2ccc(F)cc2)cc1	-7	-0.1	x	16	-2	-154	0.4	65*	6	-28
OCCC1CN(Cc2ccccc2-c2ccco2)CCN1Cc1ccsc1 (stereo not drawn)	4	-0.6	i	-3	-3	10	-1.6	-3	-9	3
C/C(=N/NC(=O)CNC(=O)C1COc2ccccc2O1)c1cccc(O)c1 (stereo not drawn)	-5	0.3	i	-10	-6	5	-0.6	6	-2	1
Cc1cc(SCC(=O)c2cc(C)n(C)c2C)nc2ccccc12	-2	-0.5	i	11	0	6	-2.7	2	0	-3
Cc1cccc(CCNS(=O)(=O)c2cc3c(cc2C)NC(=O)CO3)c1	-5	0.1	i	1	-3	8	-1.3	-4	-7	5
COC(=O)C1=C(C)N=C2SC(C)C(=O)N2C1c1cccs1 (stereo not drawn)	1	-0.2	i	-7	-12	22	2.4	6	-2	-3
Cc1ccc(CN2CCN(/N=C/c3ccco3)CC2)c(C)c1	3	-0.7	i	-6	6	21	-0.6	-1	10	-1
COc1cc2sc(C)nc2c2ccccc12	1	-0.5	i	-6	6	-44	-0.3	5	-8	1
COC(=O)Nc1sc2nc(C)cc(C)c2c1-n1cccc1	2	-1.0	i	-1	-4	-3	0.2	3	4	0
Cc1c(Br)c([N+](=O)[O-])nn1CCCC(=O)Nc1sc2c(c1C#N)CCC2	10	-0.7	i	-1	-4	34	2.1	4	4	-6
O=C(NCCc1c[nH]c2ccccc12)c1ccc(-n2cnnn2)cc1	4	-0.7	i	-5	1	-14	1.2	10	-2	0
COCCNC(=O)CCc1c(C)nc2nc(-c3cc(OC)cc(OC)c3)nn2c1C	-3	-0.1	i	-1	-10	18	0.6	-2	2	3

Record cards, as listed above. Order of screens: STEP block, TbMetRS inhib, Rpn11 inh, DNMT1 inh, Scp1 inh, MLLE-PAM2 inh, LMPTP block, CSN inh, NadD inh, SUMO1-SIM PPI
O=C(NCCc1c[nH]c2ccccc12)c1ccc(-n2cnnn2)cc1 is listed with 4, -0.7, i, -5, 1, -14, 1.2, 10, -2, 0
Cc1ccc(CN2CCN(/N=C/c3ccco3)CC2)c(C)c1 is listed with 3, -0.7, i, -6, 6, 21, -0.6, -1, 10, -1

(next part)
SMILES	STEP block	TbMetRS inhib	Rpn11 inh	DNMT1 inh	Scp1 inh	MLLE-PAM2 inh	LMPTP block	CSN inh	NadD inh	SUMO1-SIM PPI
CCC(=O)N1c2ccccc2NC2=C(C(=O)CCC2)C1c1cccnc1 (stereo not drawn)	2	0.2	i	-1	0	12	-0.7	4	-3	-6
COc1ccccc1NS(=O)(=O)c1ccc(Cl)c(NC(=S)NC(=O)C2CCCC2)c1	-2	-0.7	i	-8	-8	28	4.1	-14	-7	4
O=C(CN(c1cccc([N+](=O)[O-])c1)S(=O)(=O)c1ccccc1)N1CCCCC1	-2	0.1	i	0	0	-8	0.1	0	-5	-14
c1c(C2CCCCC2)n[nH]c1CN1CCCCC1	2	0.2	i	2	-3	-8	-1.7	4	-2	-2
O=C(Nc1c(F)cc(F)cc1Br)C1CCCO1 (stereo not drawn)	-4	-0.2	i	0	-4	-3	-2.3	4	7	-2
O=S(=O)(NCCc1ccccc1)c1ccccc1	-3	-0.2	i	-3	1	0	0.0	1	-3	-2
Cc1cc(C)n2nc(CC(=O)NNC(=O)COc3cccc(C)c3C)nc2n1	0	0.0	i	3	-9	4	-1.2	-4	2	1
COc1ccc(C2Nc3ccccc3C(=O)N2C2CCCCC2)cc1 (stereo not drawn)	2	-0.5	i	-1	-7	-4	0.7	6	-2	0
O=C(c1ccco1)N1CCN(C(=O)c2cc(=O)[nH]c3ccccc23)CC1	4	-0.3	i	3	-2	10	-1.0	0	2	1
CCOC(=O)C1CN(S(=O)(=O)c2ccccc2)CCN1S(=O)(=O)c1ccccc1 (stereo not drawn)	6	-0.1	i	-1	4	-17	-1.6	-3	-1	5
CCOP(=O)(OCC)C(Nc1ccc(C)cc1)c1ccco1 (stereo not drawn)	2	-0.8	i	-1	32	-6	-0.3	7	6	-1
CN(CCC1CCOCC1)C(=O)CC1C(=O)NCCN1CC1CCCCC1 (stereo not drawn)	-1	-1.0	i	-5	-8	13	-0.6	1	4	-6

In a second layout: three of the compounds above.
compound,STEP block,TbMetRS inhib,Rpn11 inh,DNMT1 inh,Scp1 inh,MLLE-PAM2 inh,LMPTP block,CSN inh,NadD inh,SUMO1-SIM PPI
COc1ccc(C2Nc3ccccc3C(=O)N2C2CCCCC2)cc1 (stereo not drawn),2,-0.5,i,-1,-7,-4,0.7,6,-2,0
O=C(c1ccco1)N1CCN(C(=O)c2cc(=O)[nH]c3ccccc23)CC1,4,-0.3,i,3,-2,10,-1.0,0,2,1
CCOC(=O)C1CN(S(=O)(=O)c2ccccc2)CCN1S(=O)(=O)c1ccccc1 (stereo not drawn),6,-0.1,i,-1,4,-17,-1.6,-3,-1,5

More compounds follow.
SMILES	STEP block	TbMetRS inhib	Rpn11 inh	DNMT1 inh	Scp1 inh	MLLE-PAM2 inh	LMPTP block	CSN inh	NadD inh	SUMO1-SIM PPI
Cc1ccc(S(C)(=O)=O)cc1S(=O)(=O)Nc1cccc(Cl)c1	-5	-1.6	i	-1	3	4	0.3	-15	3	1
Cc1ccc2[nH]c(=O)c(CN(CC3COCCO3)C(=O)Nc3ccccc3F)cc2c1 (stereo not drawn)	-2	0.0	i	1	4	7	-0.2	6	1	1
O=C(CN1C(=O)COc2ccccc21)N1CCCc2ccccc21	0	0.8	i	-2	1	8	0.3	6	-6	-1
CCN(c1ccccc1)S(=O)(=O)c1ccc(OCC(F)(F)F)c(NC(=O)c2ccc(=O)[nH]c2)c1	-4	-0.1	i	23	6	-59	-0.8	0	4	-5
CC(=O)Nc1ccc(NC(=O)C(C)OC(=O)CN(C)S(=O)(=O)c2ccc(Cl)cc2)cc1 (stereo not drawn)	1	0.1	i	1	-6	-7	0.8	0	-2	-3
Cn1nc(-c2ccccc2)cc1NC(=O)C1CCCCC1	-1	-0.1	i	0	-5	-14	-0.7	-5	-4	1
O=C(NNC(=S)NC(=O)c1ccccc1[N+](=O)[O-])c1ccccc1O	-1	-0.2	i	-3	-6	16	-0.2	-7	8	-10
O=C(c1cc2ncc(Br)cn2n1)N1CCN(C(=O)c2ccco2)CC1	1	-0.8	i	30	56*	4	-0.9	5	5	6
CCCCCCCCn1c(=O)c(C(=O)OC)c(N)c2ccccc21	0	0.0	i	7	11	-11	3.2	8	-6	10
CC1CCN(C(=S)SCc2nc(N)nc(Nc3ccccc3)n2)CC1	-1	-0.4	i	0	3	1	2.9	29	-6	5
CC(Oc1ccc(Cl)cc1Cl)C(=O)N/N=C1\CCCc2ccccc21 (stereo not drawn)	2	0.1	i	4	-2	-5	1.7	2	-1	-1
Cc1cc(CCNC=O)c(C)c2c1sc1ccccc12	-1	-0.4	i	-8	0	-13	1.0	-1	-4	-8
Cc1nc(C)c(CCNC(=O)c2ccc(C(F)(F)F)cc2)s1	-3	0.2	i	0	-4	12	-2.1	0	-1	-3
Clc1cccc(Cl)c1CSc1nnc(CN2CCOCC2)n1-c1ccccc1	-1	-1.2	i	1	2	-2	-2.3	-7	0	-1
Cc1cnc(NC(=O)c2cc(S(=O)(=O)N(C)C)ccc2N2CCCC2)s1	4	0.1	i	3	-1	-6	-0.6	-2	-1	-4
Clc1ccc(OCCCCCN2CCOCC2)cc1	-2	0.6	i	1	-2	4	-1.3	6	5	0
CCOC(=O)c1c(N)sc(C(O)(C(F)(F)F)C(F)(F)F)c1-c1ccccc1	2	-0.9	i	-4	-9	-4	0.9	-1	-6	-3
Cc1cccc(NC(=S)N(CCN(C)C)Cc2cccs2)c1	-2	-0.3	i	-1	-2	17	-1.7	-7	-4	3
CCC(NC(=O)Cc1cccs1)c1ccccc1 (stereo not drawn)	-2	0.8	i	1	-2	7	-0.1	2	2	1
CC1(C)CC(CC(=O)O)(c2ccc(F)cc2)CCO1 (stereo not drawn)	-1	-0.6	i	2	-9	-7	-1.4	-4	-2	-2
COc1ccc(CNCCSc2nnnn2C)c(OC)c1OC	-2	-0.4	i	0	-1	3	-1.2	1	-4	-2
CN=C1NN=C(c2cc(C)n(-c3c(C)n(C)n(-c4ccccc4)c3=O)c2C)CS1	1	0.2	i	-8	-1	-11	2.4	5	10	0
O=C(CN1C(=O)C2CCCCC2C1=O)N1CCN(c2ncccn2)CC1 (stereo not drawn)	-2	-0.4	i	12	4	-2	-0.4	2	-5	-1
COc1ccc(-c2sc3ccccc3c2C#CCCO)cc1	-3	-0.2	i	-17	-10	-20	1.8	3	-10	-6
